USP2a inh = qHTS Assay for Inhibitors of Ubiquitin-specific Protease USP2a Using CHOP2 as the Reporter; Ubiquitin carboxyl-terminal hydrolase 2 (Homo sapiens), O75604; Potency, µM (series often up to 38.3 µM), without a hit: at the highest dose activity change, negative = inhibition, most hits filed as inhibitors; USP2 core, Ub-CHOP2 coupled fluorogenic reporter, 485/531; 0.01% of 330,000 active;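 further: potency means the concentration at half of the fitted maximal effect; plate controls were DMSO wells for no effect and full inhibition by NEM control for full effect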
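Cell-free coupled assay: 10nM USP2 core preincubated 30min RT with compound in Tris-HCl pH 8.0/CaCl2/CHAPS buffer, then 25nM Ub-CHOP2 and 25nM reporter substrate; fluorescence (Ex 485/Em 531) read after 60min RT, normalized to NEM inhibition, concentration-response curves fitted.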
Tb PFK inh = qHTS Assay to Find Inhibitors of T. brucei phosphofructokinase; 0.17% of 330,000 active; Potency, µM (doses to about 57.5 µM), for the others: at the top dose activity, negative = inhibition, actives largely listed as inhibitors; T. brucei PFK, ADP-Glo luminescence; ATP-dependent 6-phosphofructokinase (Trypanosoma brucei brucei), O15648;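 further: potency means the concentration at half of the fitted maximal effect; 0% = uninhibited 1x PFK enzyme wells and -100% = no-enzyme wells; nearly all actives have a fitted effect of over 60% in size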
Target sequence (O15648 whole entry, looked up): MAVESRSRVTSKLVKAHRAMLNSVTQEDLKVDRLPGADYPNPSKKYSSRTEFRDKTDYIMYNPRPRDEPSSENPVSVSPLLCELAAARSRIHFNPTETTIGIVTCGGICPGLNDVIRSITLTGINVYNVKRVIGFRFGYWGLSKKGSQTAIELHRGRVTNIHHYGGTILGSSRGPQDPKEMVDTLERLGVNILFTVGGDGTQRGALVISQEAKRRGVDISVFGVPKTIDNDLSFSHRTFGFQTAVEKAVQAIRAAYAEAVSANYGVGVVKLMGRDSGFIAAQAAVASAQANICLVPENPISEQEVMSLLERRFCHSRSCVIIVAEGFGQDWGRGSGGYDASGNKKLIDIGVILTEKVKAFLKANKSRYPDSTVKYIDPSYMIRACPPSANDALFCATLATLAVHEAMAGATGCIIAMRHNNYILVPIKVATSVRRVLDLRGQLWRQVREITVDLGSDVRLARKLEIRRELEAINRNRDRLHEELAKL
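Activity is normalized to no-enzyme wells (full inhibition) and 1.25 nM enzyme wells (no inhibition). Reaction: 0.5 mM F6P, 0.1 mM ATP, 45 min RT, ADP-Glo luminescence; concentration-response curves fitted and classed by quality.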
TCR activator = Activators of T cell receptors: qHTS campaign; primary human leukocytes, anti-CD3, IL-2 HTRF, 48 h; Potency, µM (titrated, usually from 9.22 µM), inactives show top-dose activation of IL-2 secretion, usual class: activators; 330,000 tested, under 10 active; AID 504894, 2011; further: % of control where 0% means no effect
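1) Mix primary human leukocytes, a-CD3 beads and compound. 2) Incubate 48 hr. 3) Add HTRF IL-2 reagents (a-IL-2-K, a-IL-2-d2).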
B2AR arrestin = qHTS assay of beta-arrestin-biased ligands of beta2-adrenergic receptor. beta-arrestin recruitment to beta2AR, cell-based reporter. Potency, µM (doses to about 46.1 µM), without a hit: at the highest dose activation, usual class: activators. 0.02% of 330,000 active. AID 492947, 2010;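 further: potency means the concentration at half of the fitted maximal effect; 0% = DMSO controls and full agonism = EC100 isoproterenol or metaproterenol; nearly all actives have a fitted effect of over 65% in size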
TSG101-PTAP inh = qHTS Assay for Iinhibitors of HIV-1 Budding by Blocking the Interaction of PTAP/TSG101. Tumor susceptibility gene 101 protein (Homo sapiens), Q99816. Fluorescence polarization, FITC-PTAP peptide / Tsg101 binding. 340,000 tested, under 10 active. Potency, µM (series often up to 115 µM), for the others: top-dose activity change, negative = inhibition, most hits filed as inhibitors. AID 493005, 2010; active means well fitted inhibition curve with a large enough effect in the main read-out, with a control signal flat, not every such curve was filed as active; inconclusive means small, poorly fitted or top-dose-only effect, or effect the other way, or a change in a side signal; inactive means no such curve, though single readings can be large or run the other way; further: potency means the concentration at half of the fitted maximal effect; % of control where 0% means no effect
Target sequence (Q99816 whole entry, looked up): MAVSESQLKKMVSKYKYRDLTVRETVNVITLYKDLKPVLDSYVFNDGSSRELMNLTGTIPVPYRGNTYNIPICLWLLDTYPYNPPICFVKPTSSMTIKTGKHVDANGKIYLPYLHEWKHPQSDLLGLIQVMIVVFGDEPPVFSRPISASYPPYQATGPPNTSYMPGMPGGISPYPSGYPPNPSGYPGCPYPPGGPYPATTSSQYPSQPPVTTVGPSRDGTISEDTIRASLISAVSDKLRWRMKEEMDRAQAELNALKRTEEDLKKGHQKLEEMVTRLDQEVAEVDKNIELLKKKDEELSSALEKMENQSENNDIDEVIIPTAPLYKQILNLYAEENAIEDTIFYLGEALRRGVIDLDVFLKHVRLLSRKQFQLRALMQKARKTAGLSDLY
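Tsg101 binding domain (10 uM final) was mixed with compound and a FITC-labeled PTAP peptide (50 nM final) in HEPES pH 7.5 buffer with NaCl, Tween 20, EDTA and TCEP; fluorescence polarization was read after 20 min at r.t.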
Mito fusion yeast = qHTS Assay for Small Molecule Inhibitors of Mitochondrial Division or Activators of Mitochondrial Fusion | S. cerevisiae fusion-defective mutant growth rescue, CellTiterGlo 48 h | Potency, µM (titrated, usually from 46.1 µM), inactives show top-dose growth rescue (activation), hits mostly activators | 0.23% of 320,000 active;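 further: potency means the concentration at half of the fitted maximal effect; % of control where 0% means no effect; nearly all actives have a fitted effect of over 45% in size; temperature-sensitive fusion mutants such as fzo1-1 at 37 °C on non-fermentable ethanol glycerol medium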
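Compounds are tested for their ability to restore growth of mitochondrial fusion-defective yeast strains at non-permissive 37C in YPEG medium over 48 hours. Viability is quantified by luciferase luminescence.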
ELG1 repair inh = qHTS screen for small molecules that inhibit ELG1-dependent DNA repair in human embryonic kidney (HEK293T) cells expressing luciferase-tagged ELG1. HEK293T ELG1-luciferase reporter, luminescence, 16 h; DNA damage induced by 5-fluorouridine. Potency, µM (titrated, usually from 46.1 µM), for the others: at the top dose activity change, negative = inhibition, hits mostly inhibitors. 2.3% of 330,000 active; further: potency means the concentration at half of the fitted maximal effect; on the % scale 0 is the no-effect control and ±100 the full control effect; nearly all actives have a fitted effect of over 55% in size
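Overnight (16 hr) co-exposure of 2,000 cells/well to 5-fluorouridine and compound at 37 °C preceded detection. Luciferase was quantified via ONE-Glo luminescence; loss of signal denotes inhibition.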
Eya2 inh = qHTS Assay for Inhibitors of the Phosphatase Activity of Eya2; Protein phosphatase EYA2 (Homo sapiens), O00167; recombinant Eya2, OMFP fluorescence dephosphorylation (OMFP is methylfluorescein phosphate); Potency, µM (doses to about 76.9 µM), without a hit: top-dose activity, negative = inhibition, actives largely listed as inhibitors; 0.006% of 330,000 active; AID 488837, 2010; further: potency means the concentration at half of the fitted maximal effect; on the % scale 0 is the no-effect control and ±100 the full control effect
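Eya2 protein (added as 0.2 uM solution) was preincubated with compound for 10 min at ambient temperature in 50 mM HEPES pH 7.5, 50 mM NaCl, 5 uM MgCl2, 0.05% BSA, 1 mM DTT. OMFP (added at 50 uM) then reacted 10 min; fluorescence read at 485/525 nm.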
BCR signal inh = qHTS Assay to Find Inhibitors of Chronic Active B-Cell Receptor Signaling; Potency, µM (titrated, usually from 46.1 µM), inactives show at the highest dose ratio change, negative = lower green/red ratio, most hits filed as inhibitors; AID 493014, 2011; 0.05% of 340,000 active; ABC-DLBCL IkBa-CBG/CBR reporter, luminescence ratio, 4 h; active means well fitted inhibition curve with a large enough effect in the signal ratio, with a control signal flat, not every such curve was filed as active; inconclusive means small, poorly fitted or top-dose-only effect, or effect the other way, or a change in a side signal; the % refers to the signal ratio;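 further: potency means the concentration at half of the fitted maximal effect; plate controls were basal doxycycline-induced cells for no effect and cells given 10 µM MG132 for full effect; MG132 reads +100%, hits lower the ratio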
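Doxycycline induced both beetle luciferases in TMD8 lymphoma cells; IKK-driven degradation limits the IkappaBalpha-fused green signal, while red luminescence normalises for cell number and nonspecific effects. Compounds tested up to 46 uM, 4 hrs.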
TSHR antagonist = Antagonists of the Thyroid Stimulating Hormone Receptor: HTS campaign. TSHR-expressing cells, TSH-stimulated cAMP HTRF, 2 h; active compounds read low. AID 504810, 2011. activity change, negative = inhibition, % at 11.5 µM. 0.2% of 330,000 active. Thyrotropin receptor (Homo sapiens), P16473;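 active means activity change below a set negative limit, meaning inhibition stronger than a set level, cut at about -70% in these data; inconclusive means activity change between two set negative limits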; further: on the % scale 0 is the no-effect control and ±100 the full control effect
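Read-out is FRET at 665 nm (cryptate excitation 337 nm) from a cryptate-tagged anti-cAMP antibody, competed by cell cAMP against cAMP-d2. Compounds are tested on freshly harvested TSHR cells challenged with 4nM TSH (EC80) for 2 hours at 37 deg C.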
uPA generation = qHTS for Inhibitors of Cell Surface uPA Generation. cell surface uPA generation assay, qHTS. Potency, µM (top dose mostly 38.3 µM), without a hit: top-dose activity change, negative = inhibition, actives largely listed as inhibitors. 0.31% of 330,000 active. AID 540303, 2011; active means well fitted inhibition curve with a large enough effect; inconclusive means small, poorly fitted or top-dose-only effect; inactive means no such curve, though single readings can be large or run the other way; tested in mouse RAW 264.7 cells; further: potency means the concentration at half of the fitted maximal effect; on the % scale 0 is the no-effect control and ±100 the full control effect; nearly all actives have a fitted effect of over 55% in size
Active calls of the source: *; ? = inconclusive; · = not tested or not shown; [ ] = dose if it differs, or a comment. Unless noted, the call rests on the fitted dose curve; in most records, active means well fitted curve in the direction sought with a large enough effect; inconclusive means small, poorly fitted or top-dose-only effect, or another doubt; inactive means no such curve, though single readings can be large; an effect the other way counts as inactive or inconclusive.

SMILES	USP2a inh	Tb PFK inh	TCR activator	B2AR arrestin	TSG101-PTAP inh	Mito fusion yeast	ELG1 repair inh	Eya2 inh	BCR signal inh	TSHR antagonist	uPA generation
Cc1cc([N+](=O)[O-])ccc1NC(=O)Cc1ccc(F)cc1	9%	-10%	-4%[46.1 µM]	-0.3%	2%	14%	-4%	6%	-1%	8	6%
Cc1nc(-c2cccc(Cl)c2)n[nH]1	0%	0%	4%	0.0%	-1%	15%	?	8%	?	3	0%
COC(=O)c1scc(C)c1N/N=C(\C)c1ccc(F)cc1F	3%	0%	-6%	-1.1%	0%	13%	-16%	14%	10%	-2	3%
CCOc1cccc(C2NC(=S)NC(C)=C2C(=O)Nc2ccccc2)c1 (configuration not stated)	2%	2%	-2%[46.1 µM]	-0.9%	-2%	-2%	-12%	6%	0%	4	-8%
CCCCN(C)c1c(N2CCC(C(=O)OCC)CC2)c(=O)c1=O	2%	-11%	4%	-0.5%	-4%	0%	1%	-4%	-1%	3	-4%
NCCc1nnc(SCC(=O)Nc2cccc(Cl)c2)o1	1%	-9%	3%	0.1%	-1%	-2%	17%	-2%	2%	4	-4%
CC(OC(=O)CN1C(=O)c2ccccc2C1=O)C(=O)NC1CCCC1 (configuration not stated)	1%	0%	5%	0.1%	0%	3%	0%	-1%	3%	-4	0%
COc1ccc(CNS(=O)(=O)c2ccc(S(=O)(=O)NC3CC3)cc2)cc1	3%	1%	-6%	-0.7%	0%	6%	2%	16%	-15%	9	-1%
CC(=O)N1CCC(C(=O)Nc2ccc(S(=O)(=O)N3CCC(C)CC3)cc2)CC1	-2%	3%	2%	-0.5%	-2%	0%	-10%	-13%	1%	17	6%
COc1ccccc1CC(=O)Nc1cc(C)ccn1	1%	1%	0%	-0.6%	-5%	3%	?	6%	2%	32	-29%
Cc1cccc(N(CC(=O)N2CCOCC2)S(C)(=O)=O)c1C	1%	-1%	-3%	-1.7%	-1%	-6%	0%	8%	-1%	6	3%
O=C(NCc1ccco1)c1ccc2ccccc2c1	0%	1%	-4%	-0.1%	-4%	-3%	?	7%	?	-15	-17%
Cn1c(=O)c(C(=O)NC2CCCCCC2)c(O)c2ccccc21	-1%	5%	3%	1.2%	-1%	-2%	27%	-7%	1%	26	18%
O=C(COC(=O)COc1ccccc1)Nc1ccc(Br)cc1F	0%	12%	-1%[46.1 µM]	-0.6%	-3%	·	3%	-1%	1%	13	-6%
CSc1ccccc1NC(=O)c1ccc(C)o1	1%	-3%	·	0.1%	-3%	-6%	?	9%	0%	1	·
Cc1c(N=C/C=C2\N(C)c3ccccc3C2(C)C)c(=O)n(-c2ccccc2)n1C	?	0%	8%	-0.9%	-1%	-3%	-1%	-7%	?	7	3%
O=C(NCCC1=CCCCC1)c1c(O)nc2sccn2c1=O	-6%	0%	0%	0.3%	1%	-3%	?	-22%	?	-3	2%
COc1ccccc1NC(=O)COC(=O)C1CCCC1	2%	-7%	·	3.6%	-8%	·	23%	2%	5%	6	-2%
O=C(CN1CCN(c2ccc(O)cc2)CC1)NCC(=O)Nc1ccc(F)c(F)c1F	-1%	?	-8%	0.4%	-2%	-1%	?	-4%	-8%	-2	?
CC(=O)N(CN1C(=O)C2CC=CCC2C1=O)c1cccc(Cl)c1 (configuration not stated)	1%	-3%	-1%	-0.3%	-7%	0%	-6%	16%	4%	-2	6%
NS(=O)(=O)c1ccc(CCNC(=O)COC(=O)CCSc2ccc(Cl)cc2)cc1	-6%	1%	-7%[46.1 µM]	-0.5%	-3%	-1%	-1%	2%	13%	8	-7%
O=C(NCc1cccc(C(F)(F)F)c1)C1CCC(=O)N(C2CCCCCC2)C1 (configuration not stated)	-3%	-1%	0%	0.2%	-4%	-4%	-4%	-5%	0%	-16	-1%
CCOC(=O)C1CCCN(C(=O)c2cccc(S(=O)(=O)N(C)c3ccc(OC)cc3)c2)C1 (configuration not stated)	0%	3%	0%	0.0%	-1%	11%	-12%	-9%	6%	-7	-4%
CCCCCCCCn1c(N2CCN(c3cccc(Cl)c3)CC2)nc2c1c(=O)[nH]c(=O)n2C	8%	-2%	4%	-0.1%	-1%	1%	?	7%	19%	5	4%
Cc1ccccc1N1CCN(C(=S)c2ccc([N+](=O)[O-])cc2)CC1	-2%	-2%	-3%[46.1 µM]	-0.9%	-3%	21%	-17%	-4%	4%	4	-5%
CCCCSc1nnc(-c2ccc(C)cc2)n1C	-1%	0%	2%	-0.3%	-4%	5%	?	-5%	12%	-24	-9%
CC(=O)c1cnc2c(-c3ccccc3)c(C(F)(F)F)nn2c1C	3%	-1%	-2%	-0.2%	-2%	11%	14%	-11%	1%	3	·
CC(C)N1CC2=C(OC(N)=C(C#N)C2c2cccnc2)/C(=C/c2cccnc2)C1 (configuration not stated)	-1%	4%	8%	0.1%	-7%	0%	13%	-4%	-2%	0	-2%
O=C(C1=C(O)C(=O)N(CC2CCCO2)C1c1cccc(O)c1)c1ccco1 (configuration not stated)	2%	-10%	0%	-0.1%	-1%	6%	-2%	14%	10%	-10	3%
CC(=O)Nc1ccc(NC(=S)Nc2ccc(Br)cc2)cc1	1%	-3%	-11%	-0.6%	-2%	-4%	?	0%	?	15	5%

The final 2 records of the section above lead into the next.
SMILES	USP2a inh	Tb PFK inh	TCR activator	B2AR arrestin	TSG101-PTAP inh	Mito fusion yeast	ELG1 repair inh	Eya2 inh	BCR signal inh	TSHR antagonist	uPA generation
O=C(C1=C(O)C(=O)N(CC2CCCO2)C1c1cccc(O)c1)c1ccco1 (configuration not stated)	2%	-10%	0%	-0.1%	-1%	6%	-2%	14%	10%	-10	3%
CC(=O)Nc1ccc(NC(=S)Nc2ccc(Br)cc2)cc1	1%	-3%	-11%	-0.6%	-2%	-4%	?	0%	?	15	5%
Cc1ccc(CNC(=O)C2CCC(=O)N(CCCN3CCOCC3)C2)cc1 (configuration not stated)	1%	0%	8%	0.2%	-4%	-1%	3%	1%	?	-12	1%
C(=N\Nc1ccccc1)/c1nc2ccccc2s1	0%	0%	0%	-0.1%	-8%	-27%	?	3%	?	12	5%
CC(Cc1ccccc1)C(=O)NCc1ccncc1 (configuration not stated)	4%	0%	1%	-0.4%	-4%	-4%	22%	7%	4%	4	3%
CC1CCN(S(=O)(=O)c2cc(Cl)ccc2Br)CC1	-4%	-5%	·	-0.1%	-1%	3%	-4%	1%	3%	-20	·
O=C(CNS(=O)(=O)c1cccc(C(F)(F)F)c1)Nc1ccccc1F	-1%	0%	·	-0.1%	-2%	4%	-13%	9%	-1%	1	7%
O=S(=O)(NC1CCCCC1N1CCOCC1)c1ccc(Cl)cc1 (configuration not stated)	1%	8%	-6%	-0.9%	-5%	5%	9%	-5%	0%	18	4%

Reprinted at random: 2 records from the list
SMILES	USP2a inh	Tb PFK inh	TCR activator	B2AR arrestin	TSG101-PTAP inh	Mito fusion yeast	ELG1 repair inh	Eya2 inh	BCR signal inh	TSHR antagonist	uPA generation
O=C(NCc1cccc(C(F)(F)F)c1)C1CCC(=O)N(C2CCCCCC2)C1 (configuration not stated)	-3%	-1%	0%	0.2%	-4%	-4%	-4%	-5%	0%	-16	-1%
CC(=O)c1cnc2c(-c3ccccc3)c(C(F)(F)F)nn2c1C	3%	-1%	-2%	-0.2%	-2%	11%	14%	-11%	1%	3	·
